FLuc modulator: firefly luciferase modulation, counter-screen for miR-21 project; P08659; purified FLuc, Km substrates, luminescence inhibition; Potency, µM (doses to about 57.5 µM), inactives show at the highest dose activity change, negative = inhibition, hits mostly inhibitors; 6.9% of 360,000 active; AID 588342;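 also: potency is read from the fitted curve at half-maximal effect; plate controls were vehicle for no effect and reference inhibitor for full effect; nearly all actives have a fitted effect of over 55% in size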
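Purified P. pyralis luciferase (10nM final) with 10uM D-luciferin and 10uM ATP (Km levels) in 50mM Tris acetate pH 7.5, 10mM Mg acetate, 0.01% Tween-20, 0.05% BSA; qHTS 6-point titration, ~60 µM downward; luminescence read.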
ELG1 genotoxic: inducers of genotoxicity in HEK293T ELG1-luciferase cells. HEK293T ELG1-luciferase reporter, luminescence, 16 h. 1.3% of 330,000 active. Potency, µM (top dose mostly 46 µM), for inactives: at the top dose activity change, positive = activation, actives largely listed as activators; also: potency is read from the fitted curve at half-maximal effect; % of control where 0% means no effect; nearly all actives have a fitted effect of over 60% in size
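Genotoxicity was scored as increased ELG1-luciferase reporter signal, measured by ONE-Glo luminescence (30 min, room temperature). Compound or vehicle exposure of the HEK293T reporter cells lasted 16 hr at 37°C.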
Gal4-VP16 FLuc: Gal4-VP16 reporter inhibition counter-screen; Drosophila S2 Gal4-VP16 UAS-luciferase, luminescence, 20 h; Potency, µM (series often up to 53.6 µM), for the others: at the highest dose activity, negative = inhibition, actives largely listed as inhibitors; 3.5% of 310,000 active;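 also: Gal4-VP16 expression switched on by copper sulfate through the metallothionein promoter; potency is read from the fitted curve at half-maximal effect; % is scaled to controls: 0 for no effect and ±100 for the full control effect; nearly all actives have a fitted effect of over 50% in size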
p53 reactivator: re-activators of mutant p53; H1299 p53-A138V BP100-luciferase reporter, luminescence, 24 h; Potency, µM (top dose mostly 92.2 µM), for the others: at the highest dose activity change, positive = activation, actives largely listed as activators; 0.063% of 320,000 active; also: potency is read from the fitted curve at half-maximal effect; % of control where 0% means no effect; nearly all actives have a fitted effect of over 45% in size
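p53-null H1299 cells stably carrying temperature-sensitive p53-A138V and a BP100-luciferase reporter were pinned with compounds (4-point, 1:5 series) and held 24 hrs at 37 deg C. Luminescence was read 10 min after detection reagent.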
ELG1 repair inh: blocks ELG1-dependent DNA repair in HEK293T cells; HEK293T ELG1-luciferase reporter, luminescence, 16 h; DNA damage induced by 5-fluorouridine; Potency, µM (highest dose often 46.1 µM), inactives show top-dose activity change, negative = inhibition, actives largely listed as inhibitors; 2.3% of 330,000 active; AID 504467; also: potency is read from the fitted curve at half-maximal effect; % is scaled to controls: 0 for no effect and ±100 for the full control effect; nearly all actives have a fitted effect of over 55% in size
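Overnight (16 hr) co-exposure of 2,000 cells/well to 5-fluorouridine and compound at 37 °C preceded detection. Luciferase was quantified via ONE-Glo luminescence; loss of signal denotes inhibition.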
Rab9 prom act: activates the Rab9 promoter. Huh7 Rab9 promoter-luciferase reporter, luminescence, 24 h. Potency, µM (highest dose often 9.22 µM), for inactives: at the top dose activation, negative = inhibition, actives largely listed as activators. 2.8% of 320,000 active. AID 485297; also: potency is read from the fitted curve at half-maximal effect; % of control where 0% means no effect; nearly all actives have a fitted effect of over 60% in size
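Promoter activation is measured as luciferase luminescence in Huh7 cells stably transfected with a Rab9 promoter–luciferase construct, following 24 h compound exposure at 37 °C and 10 min reagent incubation at ambient temperature.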
RORg inh: inhibitors of mouse ROR gamma transcriptional activity; Drosophila S2 Gal4-RORgamma UAS-luciferase reporter, 20 h; 5.4% of 310,000 active; Potency, µM (doses to about 53.6 µM), for inactives: top-dose activity change, negative = inhibition, hits mostly inhibitors; P51450; also: potency is read from the fitted curve at half-maximal effect; % is scaled to controls: 0 for no effect and ±100 for the full control effect; nearly all actives have a fitted effect of over 60% in size
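Luciferase reporter read in Schneider cells carrying Gal4-RORγ (mouse) and UAS-Photinus luciferase; cells given compound 1 h before 700 uM copper sulfate induction, then incubated 20 h at ambient temperature.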
NPC1 promoter act: activates the NPC1 promoter; Huh7 NPC1 promoter luciferase reporter, 24 h; Potency, µM (series often up to 9.22 µM), without a hit: at the top dose activation, actives largely listed as activators; 2.4% of 320,000 active; AID 485313;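 also: potency is read from the fitted curve at half-maximal effect; % of control where 0% means no effect; nearly all actives have a fitted effect of over 60% in size; reporter is driven by a mutant NPC1 promoter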
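Compounds in DMSO were transferred onto Huh7 NPC1-luciferase reporter cells pre-incubated 2 h; after 24 h at 37 °C, Amplite reagent was dispensed and luminescence recorded 10 min later.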
BRCA1 expr up: BRCA1 expression activation | Potency, µM (highest dose often 46.1 µM), for inactives: at the highest dose activation, actives largely listed as activators | MCF7-BRCA1-FFLuc reporter, luminescence, 48 h; response scale: scaled: vehicle 0%, 10 µM genistein 100% | 1.1% of 380,000 active; also: potency is read from the fitted curve at half-maximal effect; nearly all actives have a fitted effect of over 80% in size; some results filed as inactive show a strong effect at the top dose
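48 h compound treatment of MCF7-BRCA1-FFLuc cells (phenol-red free MEM, 37 °C), then 15 min with luciferase substrate and luminescence imaging.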
Tb PFK inh: inhibitors of T. brucei phosphofructokinase. Potency, µM (doses to about 57.5 µM), inactives show at the highest dose activity, negative = inhibition, hits mostly inhibitors. AID 485367. O15648. 0.17% of 330,000 active. T. brucei PFK, ADP-Glo luminescence;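 also: potency is read from the fitted curve at half-maximal effect; 0% = uninhibited 1x PFK enzyme wells and -100% = no-enzyme wells; nearly all actives have a fitted effect of over 60% in size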
Target sequence (O15648 whole entry, looked up): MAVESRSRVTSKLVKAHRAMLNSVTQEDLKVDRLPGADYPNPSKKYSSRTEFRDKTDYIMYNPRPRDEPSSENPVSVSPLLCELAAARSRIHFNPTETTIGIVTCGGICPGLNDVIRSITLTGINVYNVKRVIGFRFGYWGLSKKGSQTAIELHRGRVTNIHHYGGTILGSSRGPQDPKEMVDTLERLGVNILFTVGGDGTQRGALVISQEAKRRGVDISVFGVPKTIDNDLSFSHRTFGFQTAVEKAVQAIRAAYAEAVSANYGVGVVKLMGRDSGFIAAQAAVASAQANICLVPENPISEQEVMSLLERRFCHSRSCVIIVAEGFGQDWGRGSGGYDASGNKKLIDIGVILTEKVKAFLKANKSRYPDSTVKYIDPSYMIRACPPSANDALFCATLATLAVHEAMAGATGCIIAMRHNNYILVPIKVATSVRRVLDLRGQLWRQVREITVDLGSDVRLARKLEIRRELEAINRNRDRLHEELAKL
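Compounds were pin-transferred as a titration series up to 57 uM into substrate buffer (0.5 mM F6P, 0.1 mM ATP, pH 8.0), then 1.25 nM PFK was added and reactions ran 45 min before ADP-Glo detection.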
TRPV1 agonist: human TRPV1 agonism. activation, % at 8.33 µM. TRPV1-expressing cells, Fluo-8 calcium influx, agonist mode. 0.19% of 320,000 active. Q8NER1; in the data active = activation above about 80%; inconclusive = between about 30% and that limit; also: 0% is about no effect
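Fluo-8 calcium influx in TRPV1-expressing cells, kinetic read (ex 480/em 520 nm). Compound added and read 3 min for agonist activity, followed by capsaicin at EC20 final and 2 min further read for enhancement.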
Starred values were filed as active, the others as inactive; u = inconclusive; x = not tested or not shown; [ ] = another dose, or the depositor's remark. Unless noted, calls follow the shape of the dose curve; as a rule, active = well fitted curve in the direction sought with a large enough effect; inconclusive = small, poorly fitted or top-dose-only effect, or another doubt; inactive = no such curve, though single readings can be large; an effect the other way counts as inactive or inconclusive.

1: O=c1cc(-c2ccccc2)nc(N2CCN(Cc3ccc4c(c3)OCO4)CC2)[nH]1
2: O=C(COC(=O)CCc1ccccc1)NCc1ccc2c(c1)OCO2
3: Nc1cccc(NC(=O)c2ccco2)c1
4: CCCCN(C(=O)CSc1cc(C)c2ccc(OC)cc2n1)c1c(N)n(Cc2ccccc2)c(=O)[nH]c1=O
5: C=CCc1cccc(/C=N/NC(=O)C(C)Nc2cccc(C)c2)c1O (configuration not stated)
6: O=C(C1=NN(c2ccccc2)C(=O)CC1)N1CCc2ccccc2C1
screen / no. | 1 | 2 | 3 | 4 | 5 | 6
FLuc modulator | -1%[2.3 µM] | x | -8% | 5% | -3% | -1%
ELG1 genotoxic | -5% | 4% | -1% | -2% | 7% | 3%
Gal4-VP16 FLuc | 2% | x | 2% | -11% | 2.5µM* | -10%
p53 reactivator | -5% | 8% | x | -7% | 0% | -3%
ELG1 repair inh | -29% | 11% | 11% | -18% | u | 4%
Rab9 prom act | -1% | x | 14% | -7% | -10% | 3%
RORg inh | 7% | x | 3% | u | 0.04µM* | 24%
NPC1 promoter act | -3% | x | 0% | -2% | -5% | -2%
BRCA1 expr up | -23% | -16% | -5% | -29% | -54% | 0%
Tb PFK inh | -4% | 0% | 0% | 0% | 1% | 1%
TRPV1 agonist | 10 | x | 4 | -3 | u | 1

7: O=C(NCc1ccccc1)C1=C[C@@H](c2coc3ccccc3c2=O)C[C@@H](OCCCCO)O1
8: CC(=O)c1c(C)[nH]c(C(=O)OCc2ccc([N+](=O)[O-])cc2)c1C
9: O=C(NC[C@@H]1CC[C@@H](Cc2ccc(-c3ccccc3)cc2)O1)Nc1ccc(Br)cc1
10: CC(C)(C)n1nc(C2CC2)cc1NC(=O)Nc1ccc(Cl)cc1
11: Cc1cc(=O)oc2ccc(OCC(=O)O)cc12
12: O=C(Nc1ccccc1)c1c(F)cccc1F
screen / no. | 7 | 8 | 9 | 10 | 11 | 12
FLuc modulator | -1% | -4% | x | -1% | 6% | -16%
ELG1 genotoxic | 6% | x | -11% | 15% | 0% | 11%
Gal4-VP16 FLuc | -4% | -2% | x | 7% | 7% | 11%
p53 reactivator | -5% | 1% | 13% | -3% | 1% | 8%
ELG1 repair inh | 0% | 9% | u | u | 6% | u
Rab9 prom act | 0% | 22% | x | -3% | 0% | -6%
RORg inh | -6% | u | x | 14% | 1% | 27%
NPC1 promoter act | 14% | 21% | x | -3% | 0% | 18%
BRCA1 expr up | -16% | 10% | 13% | -3% | 7%[1.84 µM] | 31%
Tb PFK inh | 3% | 0% | 1% | -21% | 3% | -6%
TRPV1 agonist | -2 | 7 | x | 11 | -5 | -4

One compound at a time, as listed above. Order of screens: FLuc modulator, ELG1 genotoxic, Gal4-VP16 FLuc, p53 reactivator, ELG1 repair inh, Rab9 prom act, RORg inh, NPC1 promoter act, BRCA1 expr up, Tb PFK inh, TRPV1 agonist
Results for Nc1cccc(NC(=O)c2ccco2)c1 : -8%, -1%, 2%, x, 11%, 14%, 3%, 0%, -5%, 0%, 4
Results for O=c1cc(-c2ccccc2)nc(N2CCN(Cc3ccc4c(c3)OCO4)CC2)[nH]1 : -1%[2.3 µM], -5%, 2%, -5%, -29%, -1%, 7%, -3%, -23%, -4%, 10
Results for O=C(COC(=O)CCc1ccccc1)NCc1ccc2c(c1)OCO2 : x, 4%, x, 8%, 11%, x, x, x, -16%, 0%, x
Results for CC(C)(C)n1nc(C2CC2)cc1NC(=O)Nc1ccc(Cl)cc1 : -1%, 15%, 7%, -3%, u, -3%, 14%, -3%, -3%, -21%, 11

The results go on:
13: C=CCOC(=O)/C(=C/c1ccco1)NC(=O)/C=C/c1ccccc1
14: CC1CCc2c(sc3nc(CN4CCOCC4)nc(Sc4ccccc4)c23)C1 (configuration not stated)
15: O=C(C1CCN(c2nnc(-n3cccc3)s2)CC1)N1CCN(c2cccc(C(F)(F)F)c2)CC1
16: CCCCN(C)CC(O)Cn1cc(/C=C/C(=O)c2ccc(OCC)cc2)c2ccccc21 (configuration not stated)
17: CCN(CC)C(=O)CSc1nnc(-c2cnccn2)n1-c1ccc(C)cc1
18: COc1nc(-c2ccccc2)cc(C(F)(F)F)n1
screen / no. | 13 | 14 | 15 | 16 | 17 | 18
FLuc modulator | 3% | u | 4% | 17µM* | -2% | 5%
ELG1 genotoxic | 2% | -4% | -3% | 0% | 2% | x
Gal4-VP16 FLuc | 11% | 0% | u | -27% | 7% | -9%
p53 reactivator | -3% | -3% | -2% | -12% | -4% | x
ELG1 repair inh | -12% | -16% | u | 11% | -16% | x
Rab9 prom act | -1% | 1% | -12% | -4% | 0% | x
RORg inh | 18% | -45% | 16% | u | -1% | -11%
NPC1 promoter act | 0% | 0% | -11% | -1% | 19% | x
BRCA1 expr up | -26% | 5% | 0% | x | 1% | -4%
Tb PFK inh | 8% | 4% | -1% | 2% | -3% | x
TRPV1 agonist | -6 | 0 | 8 | 1 | 0 | 3

Assay outcomes: PubChem, National Center for Advancing Translational Sciences (NCATS)
